Assay outcomes as filed in PubChem BioAssay.
DRD3 antagonist = blocks the human D3 dopamine receptor | P35462 | AID 652054 | D3R cells, DiscoveRx beta-arrestin luminescence, antagonist mode; hits give low values | max response, negative = inhibition, % | 360,000 tested, 2.5% active; in the data active = max response below about -50%; inconclusive = no clear call, values can overlap the other calls; also: % is scaled to controls: 0 for no effect and ±100 for the full control effect; mostly tested at two doses, the higher about 12 µM
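Cells expressing the human receptor were seeded at 1500 cells/well, incubated overnight at 37 degrees C in 5% CO2, then exposed to library compounds with dopamine controls for 90 minutes at 37 degrees C before luminescent detection.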
FUS suppressor = FUS proteinopathy suppression in yeast. Potency, µM (top dose mostly 76.6 µM), without a hit: at the top dose growth rescue (activation), most hits filed as activators. 390,000 tested, 0.24% active. S. cerevisiae FUS-expressing, growth rescue, OD600, 24 h;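 also: potency is read from the fitted curve at half-maximal effect; plate controls were DMSO vehicle for no effect and reference control for full effect; nearly all actives have a fitted effect of over 55% in size; some results filed as inactive show a strong effect at the top dose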
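Galactose (2%) drives FUS expression in yeast precultured in raffinose; seeding density OD 0.005. Test compounds incubated 24hr at 30C and 99% humidity before absorbance at 600 nm was measured.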
EPAC2 ag = activates human EPAC2 exchange factor; 360,000 tested, 0.079% active; Potency, µM (highest dose often 154 µM), without a hit: at the top dose activation, usual class: activators; EPAC2 activation, biochemical qHTS; response scale: 100% = 6.5 mM cAMP response; also: potency is read from the fitted curve at half-maximal effect; nearly all actives have a fitted effect of over 50% in size
Target sequence (Q8WZA2 whole entry, looked up): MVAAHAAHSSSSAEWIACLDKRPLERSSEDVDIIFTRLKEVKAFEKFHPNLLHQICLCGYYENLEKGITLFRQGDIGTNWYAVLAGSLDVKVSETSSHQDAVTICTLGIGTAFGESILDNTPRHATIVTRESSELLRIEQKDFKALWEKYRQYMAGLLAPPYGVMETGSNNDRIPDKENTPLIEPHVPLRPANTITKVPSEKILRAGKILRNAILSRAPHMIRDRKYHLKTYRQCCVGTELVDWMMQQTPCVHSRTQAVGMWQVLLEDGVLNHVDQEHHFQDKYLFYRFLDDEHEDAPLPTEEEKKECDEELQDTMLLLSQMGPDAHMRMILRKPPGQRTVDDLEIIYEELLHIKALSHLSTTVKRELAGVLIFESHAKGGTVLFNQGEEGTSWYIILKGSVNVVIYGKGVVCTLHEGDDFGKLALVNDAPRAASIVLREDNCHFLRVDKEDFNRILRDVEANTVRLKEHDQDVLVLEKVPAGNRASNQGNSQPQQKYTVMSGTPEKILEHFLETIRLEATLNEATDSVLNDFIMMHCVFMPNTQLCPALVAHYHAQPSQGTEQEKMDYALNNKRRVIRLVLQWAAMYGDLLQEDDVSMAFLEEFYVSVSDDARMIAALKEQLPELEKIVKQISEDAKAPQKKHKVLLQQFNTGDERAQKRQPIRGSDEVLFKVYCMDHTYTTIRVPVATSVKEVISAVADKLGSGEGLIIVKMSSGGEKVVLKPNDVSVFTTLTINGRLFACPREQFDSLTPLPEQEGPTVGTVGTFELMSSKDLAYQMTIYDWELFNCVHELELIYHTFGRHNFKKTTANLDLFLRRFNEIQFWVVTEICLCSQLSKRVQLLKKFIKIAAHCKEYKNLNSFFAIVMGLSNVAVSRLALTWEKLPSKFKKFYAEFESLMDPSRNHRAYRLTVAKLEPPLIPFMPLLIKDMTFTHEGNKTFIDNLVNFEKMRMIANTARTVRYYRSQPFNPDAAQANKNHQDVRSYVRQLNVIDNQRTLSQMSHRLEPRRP
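Readout is BODIPY fluorescence (480 nm excitation, 540 nm emission), which falls as labeled GDP is exchanged off Rap1B. EPAC2 at 100 nM acted on 250 nM RAP1B-BODIPY-GDP with 50 uM GDP present.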
Abeta rescue = A-beta toxicity reversal in yeast. 410,000 tested, 0.063% active. AID 1347071. Potency, µM (series often up to 46.1 µM), for the others: at the top dose growth rescue, actives largely listed as activators. yeast expressing A-beta42, growth rescue, OD600, 48 h; response scale: 0% DMSO, 100% iron-clioquinol control; also: potency is read from the fitted curve at half-maximal effect; nearly all actives have a fitted effect of over 55% in size
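Yeast growth medium received pinned compounds, then yeast cells expressing toxic A-beta were added; plates incubated at 30 C for 48 hr. Growth read as absorbance at 600 nm, normalized to DMSO and equimolar FeCl3 plus clioquinol controls.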
DRD3 agonist = activates the human D3 dopamine receptor | P35462 | D3R DiscoveRx beta-arrestin cells, luminescence, 90 min | max activation, % | 410,000 tested, 0.58% active | AID 652048; in the data active = max activation above about 30%; also: 0% is about no effect; mostly tested at two doses, the higher about 12 µM
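Agonist mode: compounds and dopamine controls were applied to plated cells for 90 min at 37 degrees C after an overnight attachment at 1500 cells/well. Luminescent read-out followed 30 - 60 minutes at room temperature with DiscoveRx detection reagent.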
TDP43 rescue = TDP-43 toxicity inhibition in yeast; AID 652104; Potency, µM (highest dose often 46.1 µM), for inactives: at the top dose growth rescue (activation), usual class: activators; TDP-43 expressing yeast growth rescue, BacTiter-Glo, 24 h; 410,000 tested, 1.8% active; also: potency is read from the fitted curve at half-maximal effect; % of control where 0% means no effect; nearly all actives have a fitted effect of over 50% in size
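Galactose-induced TDP-43 yeast, OD600=0.02, compound pinned; 24 hr, 30 deg C; BacTiter-Glo luminescence for growth. Inhibitors of TDP-43 toxicity read as activators.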
EPAC2 antag = blocks human EPAC2 exchange factor | EPAC2 GEF exchange of Rap1B-BODIPY-GDP, fluorescence | Q8WZA2 | 360,000 tested, 0.18% active | AID 720708 | Potency, µM (series often up to 114 µM), without a hit: top-dose activity, negative = inhibition, usual class: inhibitors; also: potency is read from the fitted curve at half-maximal effect; % is scaled to controls: 0 for no effect and ±100 for the full control effect; nearly all actives have a fitted effect of over 45% in size; many of its hits are not listed in these tables
aSyn yeast inh = inhibitors of alpha-synuclein toxicity in yeast | Yeast expressing alpha-synuclein, growth rescue, BacTiter-Glo, 24 h | Potency, µM (titrated, usually from 46.1 µM), for the others: at the highest dose growth rescue (activation), most hits filed as activators | 370,000 tested, 0.14% active | AID 652106; also: potency is read from the fitted curve at half-maximal effect; % of control where 0% means no effect; nearly all actives have a fitted effect of over 65% in size
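Galactose-induced alpha-syn yeast (OD600=0.02, raffinose-pregrown) + pinned cpd, 24 hr, 30 deg C; growth by BacTiter-Glo luminescence. Growth restoration scores as activation.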
Starred values were filed as active, the others as inactive; ? = inconclusive; · = not tested or not shown; & = joins results of further samples; [ ] = dose if it differs, or a comment. Unless noted, calls follow the shape of the dose curve; as a rule, active = well fitted curve in the direction sought with a large enough effect; inconclusive = small, poorly fitted or top-dose-only effect, or another doubt; inactive = no such curve, though single readings can be large; an effect the other way counts as inactive or inconclusive. This is a subset; the hit share may differ from the screen's.

SMILES | DRD3 antagonist | FUS suppressor | EPAC2 ag | Abeta rescue | DRD3 agonist | TDP43 rescue | EPAC2 antag | aSyn yeast inh
C/C(=N\NC(=S)NCCc1ccccc1)c1ccc(Cl)cc1Cl | ? | 6.0% | 3.7% | 3.9% | -24.4 | ? | -12.9% | 11.5%
N#Cc1c2ccc(O)cc2n2ccccc12 | 65.6 | -11.3% | -0.8% | -22.5% | 43.3* | ? | 28.3% | ?
COc1ccccc1/C=C/C(=O)N1CCc2cc(OC)c(OC)cc2C1C (stereo not given) | 2.2 | -0.3% | -2.6% | ? | 2.3 | 25.7% | -7.2% | 4.6%
O=C(NCCCN1CCOCC1)c1c(O)c2cc(Br)cc(Br)c2[nH]c1=O | -25.0 | 29.7% | 6.2% | -8.3% | 11.8 | -40.4%[inhibitor] | 15.9% | 2.7%
NS(=O)(=O)c1ccc(CNC(=O)c2cnccn2)cc1 | 5.7 | -17.4% | 2.5% | 7.1% | 0.7 | ? | -0.6% | 13.2%
CCCCc1ccc(NC(=O)c2ccc3c(c2)CCN3S(=O)(=O)c2ccccc2)cc1 | · | 37.3% | · | 7.7% | -2.8 | 17.0% | · | ·
COc1ccc(C(=O)c2ccccc2Cl)cc1 | 4.8 | -18.0% | 16.3% | 1.1% | -10.2 | ? | -25.7% | -2.9%
COc1ccc(-n2c(=S)[nH]c3cc(C(=O)Nc4ccccc4OC)ccc3c2=O)c(OC)c1 | -24.4 | ? | 7.4% | -1.6% | -9.7 | 1.5% | -2.5% | -1.6%
CCN1C(=O)[C@H]2[C@@H](c3ccc(C)cc3)N3C(=O)N(c4cccc(Cl)c4)C(=O)[C@@]3(Cc3ccccc3)[C@H]2C1=O | -22.0 | ? | 9.5% | -7.5% | 0.5 | 0.1% | 2.7% | 0.9%
Nc1nc(CN2CCN(Cc3ccccc3)CC2)nc(Nc2ccccc2)n1 | ? | 26.1% | -6.5% | -10.7% | -12.5 | -3.1% | 6.6% | -7.9%
CC(=O)OCC(=O)C1(O)CCC2C3CC(F)C4=CC(=O)CCC4(C)C3C(O)CC21C (stereo not given) | 0.5 | 5.7% | 1.0% | 5.6% | 11.3 | -8.9% | 6.3% | 1.9%
COc1c(O)cccc1-c1nnn(CCC(=O)OCC(=O)c2ccccc2)n1 | 18.6 | 15.3% | 0.6% | 11.9% | -0.3 | 0.3% | -5.4% | -11.1%
COc1ccccc1NC(=O)C1CCOC1=O (stereo not given) | 15.6 | -24.3% | 7.4% | 12.7% | 6.4 | 11.3% | 4.6% | 6.9%
O=C(CSc1nnc(-c2ccccc2F)n1C1CCCCC1)Nc1cc(C(=O)O)ccc1Cl | 8.1 | 18.7% | 2.3% | 4.9% | -4.3 | ? | 1.0% | 6.0%
Cc1ccc(C(=O)N2CCCC(Nc3ccc(F)cc3)C2)cc1C (stereo not given) | -1.1 | 10.9% | 4.7% | 3.4% | -5.7 | 19.7% | -9.0% | 3.2%
CCOCCOc1cccc(C(=O)NC(C)c2ccc3ccccc3c2)c1 (stereo not given) | -2.3 | -11.9% | 8.6% | -1.1% | 10.7 | -11.4% | -13.3% | -4.3%
[O-]/C(=C(\C(=S)Nc1ccc(SC(F)F)cc1)[n+]1ccccc1)c1cc(Cl)ccc1Cl | 11.2 | -6.2% | 12.6% | -0.8% | 6.8 | 4.2% | 8.2% | 6.2%
Cc1cc(S(=O)(=O)N2CCN=C2c2ccccc2)c(Cl)cc1Cl | 12.5 | · | 1.3% | 10.8% | 2.2 | 8.5% | -0.6% | 6.4%
Cc1[nH]c(-c2ccc(F)cc2)cc1C(=O)N1CCN(c2ccccc2F)CC1 | ? | ? | 29.9% | -26.1% | -32.4 | ? | -9.5% | ?
Cn1cc(C(=O)N2CCN(C(=O)c3ccco3)CC2)c2c3ccccc3n(C)c2c1=O | 3.7 | 17.4% | 0.7% | -3.3% | 6.4 | -17.1% | -10.5% | -6.7%
Cn1nc(C(C)(C)C)cc1C(=O)N1CCCCC1c1cc(C(=O)Nc2ccc3c(c2)OCO3)no1 (stereo not given) | 19.2 | 41.1% | 8.1% | -19.2% | -3.0 | 17.2% | -11.6% | 0.7%
O=C(Nc1cccc2ccccc12)N1CC=CCC1 | 12.1 | -25.0% | 3.8% | -2.3% | 0.1 | 5.8% | 7.8% | -3.2%
CC(NC(=O)c1ccc(N(C)C)c([N+](=O)[O-])c1)c1ccc(-n2ccnc2)cc1 (stereo not given) | -16.3 | · | 17.6% | 2.0% | -18.3 | -17.4% | -4.5% | -2.4%
CNC(=S)N(CCc1c(C)[nH]c2ccc(C)cc12)Cc1ccc(OC)c(OC)c1 | 2.8 | 44.4% | 3.5% | -3.7% | -0.9 | 17.3% | -13.3% | 9.7%
Cc1cccc2[nH]c(-c3ccc(NC(=O)c4ccco4)cc3)nc12 | 15.1 | 20.2% | 5.8% | -12.0% | -1.6 | -4.5% | -9.1% | -8.3%
SMILES | DRD3 antagonist | FUS suppressor | EPAC2 ag | Abeta rescue | DRD3 agonist | TDP43 rescue | EPAC2 antag | aSyn yeast inh
COc1ccccc1NC(=O)C1CCN(c2cnccn2)CC1 | · | -6.6% | · | -3.6% | 1.0 | ? | · | ·
O=C(COc1ccc(Cl)cc1)N1CCN(Cc2ccc3c(c2)OCO3)CC1 | 4.3&-29.9 | -18.9%&11.9% | -4.2%&9.0% | -1.0%&-15.5% | -35.0&-13.1&-12.7 | ? | -6.6%&2.4% | 1.7%&-1.7%&0.7%
CCOC(=O)c1c(NC(=O)CC)sc(C(=O)NC2CCCC2)c1C | 15.9 | 20.4% | -1.7% | -19.0% | -1.0 | -7.6% | -3.6% | -0.3%
OC(CNc1ncnc2sccc12)c1ccccc1 (stereo not given) | -1.4 | 21.7% | -1.8% | -1.8% | -9.4 | -17.2% | 5.0% | 1.4%
CC(=O)c1cccc(CN2CCCC(CCC(=O)NCc3ccc(C)o3)C2)c1 (stereo not given) | -18.8 | 14.3% | 5.0% | -2.1% | -18.0 | -16.9% | 7.9% | 0.4%
CCNC(=O)COC(=O)c1ccc(-n2nc(C)cc2C)cc1 | -2.3 | 7.7% | 0.6% | -5.1% | -7.7 | 6.4%[9.22 µM] | -1.5% | -4.2%
O=C(O)c1cccc(Br)c1 | 3.2 | -14.2% | 4.9% | -0.5% | 1.0 | 6.2% | -1.8% | 2.4%
CCN(CC(=O)Nc1ccc(C)c(S(=O)(=O)N2CCOCC2)c1)Cc1ccccc1 | 6.2 | -1.6% | 1.7% | -9.6% | -18.9 | -6.2% | -11.5% | -1.2%
O=C(Nc1ccccc1N1CCCCC1)c1ccc(-c2ccc(Cl)cc2)o1 | 1.0 | 15.6% | 2.7% | -10.7% | -4.9 | 15.0% | -8.4% | 12.3%
CCC(=O)N1CCc2cc(S(=O)(=O)Nc3cc(C)ccc3OC)ccc21 | · | -21.0% | · | ? | -16.0 | 16.4% | · | ·
COc1cc(C2NC(=O)NC(C)=C2C(C)=O)cc(OC)c1OC (stereo not given) | -3.3 | -1.3% | 4.7% | 3.6% | -2.7 | -19.8% | 9.4% | 0.6%
O=C(N/C=C/c1ccccc1)Nc1ccc(Cl)cc1 | 0.1 | · | 0.9% | 5.1% | -5.2 | 13.0% | -1.1% | -17.8%
Cc1ccc(C)c(N2CCN(C(=O)CSCc3ccccc3Cl)CC2)c1 | · | 33.8% | · | 18.8% | 3.9 | -0.7% | · | ·
COc1ccc(NS(=O)(=O)c2ccc(C)c(C(=O)NCC(c3ccco3)N(C)C)c2)cc1 (stereo not given) | 10.0 | 10.7% | -6.5% | 7.4% | -1.8 | 13.4% | 0.0% | 0.3%
Cc1cc(N=Cc2c(O)ccc3ccccc23)no1 | -12.5 | 2.4% | 3.9% | -5.0% | -8.3 | -50.4%[inhibitor] | 1.3% | 9.6%
O=C(Cc1ccccc1)Nc1ncnc2c1C(c1ccccc1)c1c(ccc3ccccc13)O2 (stereo not given) | · | -2.4% | -9.3% | 4.1% | · | · | ? | ·
COc1ccc(/C=C/CN2CCN(Cc3ccc(C)cc3)C(CCO)C2)cc1 (stereo not given) | 8.6 | 13.3% | 5.0% | -1.7% | -1.1 | -4.6% | 2.0% | -1.3%
CC(C)C(NC(=O)c1ccc2c(c1)OCO2)C(=O)N/N=C\c1ccco1 (stereo not given) | -5.5 | -16.3% | 12.2% | 3.3% | -1.9 | -8.3% | -7.5% | -10.4%
Cc1ccc(-c2[nH]c3ccccc3c2SCCNC(=O)c2ccc(S(=O)(=O)N(C)C)cc2)cc1 | · | 2.5% | · | -2.7% | -10.0 | 8.8% | · | ·
Cc1ccc(S(=O)(=O)Nc2ncc(C(F)(F)F)cc2Cl)cc1 | -14.9 | 27.5% | 14.7% | -24.0% | -6.3 | 15.9% | 1.2% | -13.5%
O=C(CSc1nc2ccccc2c(=O)n1-c1ccc(F)cc1)Nc1ccc2c(c1)CCC2 | 2.6 | -18.4% | 4.8% | -7.5% | 6.5 | -12.8% | 9.7% | 10.0%
O=C(CCNC(=O)c1ccco1)NCc1ccc(F)cc1 | 46.2 | -26.4% | -2.2% | -6.2% | 3.4 | -2.3% | -1.9% | -3.6%
CCCCN(CCCC)c1nc(OC)nc(-n2nnc(C(C)=O)c2C)n1 | 12.9 | 32.6% | -12.8% | -29.9% | 0.9 | -8.3% | -4.8% | 8.0%
